Source: PubChem BioAssay (National Center for Advancing Translational Sciences (NCATS))
Vif-APOBEC3G blk: qHTS for Inhibitors of Vif-A3G Interactions: qHTS; AID 602310, 2012; HeLa A3G-eYFP + Vif (tagged APOBEC3G with the HIV-1 protein that degrades it), YFP fluorescence, overnight; hit rate 0.076% among 410,000; Potency, µM (highest dose often 46.1 µM), for the others: at the top dose activity, negative = active, actives largely listed as inhibitors;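 also: % is scaled to controls: 0 for no effect and ±100 for the full control effect; nearly all actives have a fitted effect of over 60% in size; hits raise eYFP signal because A3G escapes Vif-driven loss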
Target sequence (Q9HC16 whole entry, looked up): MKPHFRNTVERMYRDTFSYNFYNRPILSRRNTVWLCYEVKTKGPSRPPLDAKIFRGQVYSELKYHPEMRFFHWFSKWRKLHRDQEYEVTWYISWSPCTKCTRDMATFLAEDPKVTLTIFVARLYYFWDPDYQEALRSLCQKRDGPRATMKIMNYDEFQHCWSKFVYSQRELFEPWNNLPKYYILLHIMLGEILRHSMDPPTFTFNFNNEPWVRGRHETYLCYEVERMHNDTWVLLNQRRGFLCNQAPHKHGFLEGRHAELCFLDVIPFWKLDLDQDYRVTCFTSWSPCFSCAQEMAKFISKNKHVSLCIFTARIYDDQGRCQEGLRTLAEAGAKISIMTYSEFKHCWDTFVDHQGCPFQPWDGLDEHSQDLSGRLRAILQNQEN
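Read-out is eYFP fluorescence (Ex 488/Em 500-530) from Vif-expressing HeLa A3G-eYFP cells; more signal means A3G escaped Vif-mediated degradation. Cells plated overnight, compound pinned in, incubated overnight at 37 deg C.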
RXFP1 ag: qHTS Assay for Agonists of the Relaxin Receptor RXFP1. hit rate 0.3% among 370,000. HEK293T-RXFP1 cAMP TR-FRET, 30 min; response scale: percent of porcine relaxin response, buffer zero. Potency, µM (series often up to 57.5 µM), for the others: at the highest dose activation, usual class: activators. Relaxin receptor 1 (Homo sapiens), Q9HBX9; also: % is scaled to controls: 0 for no effect and ±100 for the full control effect; nearly all actives have a fitted effect of over 60% in size; many of its hits are not listed in these tables
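HEK293T cells stably expressing RXFP1 were pretreated with the PDE4 inhibitor Ro 20174, exposed to compounds for 30 min at 37C, lysed, and cAMP was read by TR-FRET. Data normalized to buffer (basal) and 29 nM porcine relaxin (100%).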
mIDH1 inhibitor: qHTS for Inhibitors of mutant isocitrate dehydrogenase 1 (IDH1): qHTS. Isocitrate dehydrogenase [NADP] cytoplasmic (Homo sapiens), O75874. IDH1-R132H enzyme, NADPH consumption, diaphorase/resazurin fluorescence. Potency, µM (doses to about 76.6 µM), without a hit: top-dose activity change, negative = inhibition, hits mostly inhibitors. hit rate 0.093% among 390,000. AID 602179, 2012; also: % is scaled to controls: 0 for no effect and ±100 for the full control effect; nearly all actives have a fitted effect of over 65% in size
Target sequence (O75874 whole entry R132H, stated change not applied): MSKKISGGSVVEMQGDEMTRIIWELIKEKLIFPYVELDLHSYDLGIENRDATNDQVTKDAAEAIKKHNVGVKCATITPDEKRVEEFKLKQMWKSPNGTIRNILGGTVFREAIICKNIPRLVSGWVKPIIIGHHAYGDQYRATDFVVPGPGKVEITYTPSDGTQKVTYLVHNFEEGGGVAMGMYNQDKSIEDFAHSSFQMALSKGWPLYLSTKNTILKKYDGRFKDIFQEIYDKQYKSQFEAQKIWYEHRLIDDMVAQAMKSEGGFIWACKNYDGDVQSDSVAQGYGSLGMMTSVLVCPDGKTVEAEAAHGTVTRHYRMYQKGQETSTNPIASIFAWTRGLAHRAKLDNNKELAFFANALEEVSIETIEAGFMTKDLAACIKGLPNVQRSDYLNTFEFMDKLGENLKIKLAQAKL
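IDH1-R132H (0.5 ug/mL) preincubated 30 min with compound, then NADPH (0.016 mM) and alpha-KG (2 mM) added; 80 min at RT, pH 7.5. Remaining NADPH coupled via diaphorase/resazurin to fluorescence (540/590 nm); concentration-response curves normalized to no-enzyme control.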
RGS4 inhibitor: Inhibitors of Regulator of G Protein Signaling (RGS) 4: qHTS | Regulator of G-protein signaling 4 (Homo sapiens), P49798 | Transcreener GDP fluorescence polarization, RGS4-accelerated GTP hydrolysis | Potency, µM (series often up to 114 µM), for inactives: at the top dose activity change, negative = inhibition, actives largely listed as inhibitors | hit rate 0.039% among 390,000 | AID 504845, 2011; also: % is scaled to controls: 0 for no effect and ±100 for the full control effect; nearly all actives have a fitted effect of over 75% in size; some results filed as inactive show a strong effect at the top dose
Target sequence (P49798 whole entry, looked up): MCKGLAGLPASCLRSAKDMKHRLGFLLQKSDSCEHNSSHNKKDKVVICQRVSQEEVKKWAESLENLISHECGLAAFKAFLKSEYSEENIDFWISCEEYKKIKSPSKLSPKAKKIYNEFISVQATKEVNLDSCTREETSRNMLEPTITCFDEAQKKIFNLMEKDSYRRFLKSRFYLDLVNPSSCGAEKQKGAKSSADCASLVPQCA
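MLSMR compounds (23 nl, pin-transferred) preincubated 10 min at room temperature with a 500nM (2x) first reagent, then RGS4 at 900nM (2x) plus Transcreener GDP mix added; fluorescence polarization (620/688 nm) read before and after 90 min at 30 °C.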
TrxR1 substrate: qHTS Assay for Substrates of Mammalian Selenoprotein Thioredoxin Reductase 1 (TrxR1): qHTS | Thioredoxin reductase 1, cytoplasmic (Rattus norvegicus), O89049 | purified TrxR1 substrate turnover, NADPH consumption readout | Potency, µM (top dose mostly 114 µM), for inactives: at the top dose activity change, negative = substrate turnover | hit rate 0.01% among 390,000 | AID 588456, 2011; also: % is scaled to controls: 0 for no effect and ±100 for the full control effect; nearly all actives have a fitted effect of over 50% in size
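Rat TrxR1, dispensed at 90 nM, was prereduced with 400 uM NADPH (final) for 5 min at ~22 deg C, then incubated with compound 15 min before 400 uM selenite. A first-read NADPH fluorescence drop versus no-compound background flagged substrates.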
rTrxR1 inhibitor: qHTS Assay for Inhibitors of Mammalian Selenoprotein Thioredoxin Reductase 1 (TrxR1): qHTS. Thioredoxin reductase 1, cytoplasmic (Rattus norvegicus), O89049. AID 588453, 2011. hit rate 1% among 390,000. Potency, µM (highest dose often 114 µM), inactives show top-dose activity change, negative = inhibition, actives largely listed as inhibitors. recombinant rTrxR1, NADPH fluorescence consumption, selenite substrate; also: % is scaled to controls: 0 for no effect and ±100 for the full control effect; nearly all actives have a fitted effect of over 65% in size
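Rat TrxR1 (90 nM in the dispensed reagent) was pre-reduced with 400 uM NADPH for 5 min at room temperature, then incubated with compound for 15 min. After 400 uM selenite was added, NADPH fluorescence (Ex 340/Em 450 nm) was followed for 8 min.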
Vif-A3F inh: qHTS for Inhibitors of Vif-A3F Interactions: qHTS | Potency, µM (highest dose often 46.1 µM), for inactives: top-dose activity, negative = active | HeLa A3F-eYFP + Vif (tagged APOBEC3F with the HIV-1 protein that degrades it), YFP fluorescence increase | hit rate 0.2% among 390,000; also: % of control where 0% means no effect; nearly all actives have a fitted effect of over 65% in size
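HeLa cells stably expressing Vif plus C-terminally eYFP-tagged A3F were seeded, incubated overnight at 37 deg C, dosed with compound, incubated overnight again at 37 deg C. Yellow fluorescence (Ex 488/Em 500-530) reported blocked Vif-mediated A3F-eYFP degradation.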
ALOX12 inh: Primary qHTS assay for inhibitors of human arachidonate 12S-lipoxygenase (ALOX12): Round 2; purified 12hLO, xylenol orange hydroperoxide absorbance; Polyunsaturated fatty acid lipoxygenase ALOX12 (Homo sapiens), P18054; Potency, µM (doses to about 108 µM), for inactives: top-dose activity change, negative = inhibition, actives largely listed as inhibitors; AID 1671190, 2021; hit rate 1.1% among 580,000; also: % is scaled to controls: 0 for no effect and ±100 for the full control effect
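Hydroperoxide product was detected by ferrous iron/xylenol orange as the 573 to 405 nm absorbance ratio. Arachidonic acid at 40 uM (final) was turned over for 30 min at room temperature by 150 nM human 12hLO, pH 7.0 Hepes buffer, after 15 min compound preincubation.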
USP1-UAF1 inh: Inhibitors of USP1/UAF1: Primary Screen; recombinant USP1/UAF1, Ub-Rhodamine cleavage fluorescence; hit rate 0.23% among 390,000; AID 743255, 2014; Potency, µM (series often up to 57.1 µM), without a hit: at the top dose activity change, negative = inhibition, hits mostly inhibitors; Ubiquitin carboxyl-terminal hydrolase 1 (Homo sapiens), O94782; also: % is scaled to controls: 0 for no effect and ±100 for the full control effect; nearly all actives have a fitted effect of over 60% in size; inactives centre near -12
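1 nM enzyme complex + cpd, 15 min RT; start with Ub-Rho 150nM final; kinetic fluorescence ex 480/em 540, 6 reads q60 s. Buffer 50mM HEPES pH 7.8, 0.5mM EDTA, 0.1 mg/ml BSA, 1mM TCEP, 0.01% Tween-20.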
* marks the source's active call; other numbers are inactive results; ? = inconclusive; · = not tested or not shown; [ ] = another dose, or the depositor's remark. Calls follow the shape of the dose curve; as a rule, active = well fitted curve in the direction sought with a large enough effect; inconclusive = small, poorly fitted or top-dose-only effect, or another doubt; inactive = no such curve, though single readings can be large; an effect the other way counts as inactive or inconclusive. Potency is read from the fitted curve at half-maximal effect.

The line under a structure holds: Vif-APOBEC3G blk, RXFP1 ag, mIDH1 inhibitor, RGS4 inhibitor, TrxR1 substrate, rTrxR1 inhibitor, Vif-A3F inh, ALOX12 inh, USP1-UAF1 inh
CCn1c(=O)c2c(nc3n2CCCN3CCc2ccccc2)n(C)c1=O
  0%, 0.4%, 2%, -41%, 1%[57.1 µM], 18%[57.1 µM], 7%, 0%, -14%
CCCC(C(=O)NC1CCCC1)N(CC1CCCO1)C(=O)c1snc(C(N)=O)c1N (stereo not given)
  1%, 0.3%, 3%, -18%, 17%, -1%, 1%, 15%, 3%
CCc1noc(C)c1C(=O)Nc1ccc(S(=O)(=O)N2CCCC(C)C2)cc1 (stereo not given)
  0%, 3.9%, 3%, -3%, -5%, -4%, 4%, -19%, -19%
O=C(CN1CCN(C(=O)c2cc(C3CC3)nn2-c2ccccc2)CC1)Nc1ccc(F)cc1
  -1%, ·, 0%, ·, ·, ·, -4%, -5%, -4%
CCc1ccc(C(=O)c2cn(CC(=O)Nc3cc(C)ccc3C)c3nc(C)ccc3c2=O)cc1
  1%, 17%, -7%, 19%, -7%[57.1 µM], -4%[57.1 µM], -7%, ?, -25%
Cc1ccc(OCC(=O)NCCNC(=O)COc2ccc(C)cc2)cc1
  -3%, 1.0%, 2%, -21%, 7%, -46%[0.0914 µM], -1%, -8%, -6%
COc1cc(CC(=O)OCC(=O)Nc2ccc(S(=O)(=O)N3CCCC3)cc2)cc(OC)c1OC
  -2%, 0.0%, -3%, ?, 8%[57.1 µM], 8%[57.1 µM], -10%, -3%, 4%
COc1ccc(-c2nn(CCC(=O)O)cc2/C=C/C(=O)O)cc1[N+](=O)[O-]
  0%, -1.2%, 3%, 17%, -5%, -7%, -21%, 27%, -9%
COC(=O)c1ccc(C(=O)NCCCCO)cc1
  -4%, -1.8%, 0%, 0%, 3%[57.1 µM], 12%[57.1 µM], -17%, -1%, 3%
COc1ccc(Cl)cc1S(=O)(=O)N1CCC(C(=O)NCc2ccco2)CC1
  0%, 4.0%, 3%, 7%, -8%, ?, -10%, 28%, -17%
CCOC(=O)c1cnc2ccc(OC)cc2c1NCc1ccccc1
  1%, 0.5%, 6%, -4%, 11%, 2%, 0%, 0%, -12%
CC(=O)N/C(N)=N/c1nc2cc(C)ccc2o1
  1%, 2.9%, -1%, 35%, -1%, 29%, 0%, 218%[activator], -1%
CCCCn1c(C2CCCCC2)nc2cc3[nH]c(=O)c(C(C)C)nc3cc21
  -8%, 0.5%, -5%, -29%, 25%, 1%, -14%, 4%, ?
COc1ccc(OC)c(C2c3[nH]c4ccccc4c3C[C@H]3C(=O)N(CCCOC(C)C)CC(=O)N23)c1 (stereo not given in full)
  -3%, -0.5%, -7%, -13%, -8%, 12%, -6%, ?, -16%
COc1ccc(CC(=O)NCc2ccccc2)cc1
  ?, -0.2%, 0%, 16%, -11%, -17%, -13%, 0%, 6%
O=c1c(Cc2ccc(Cl)cc2Cl)c(O)ccn1Cc1ccc(Cl)cc1
  -7%, -1.3%, 5%, 1%, -5%[57.1 µM], 12%[57.1 µM], 1%, -27%, -27%
CC(NC(=O)C1=Cc2ccccc2OC1)c1ccccc1 (stereo not given)
  -2%, 3.3%, 0%, 3%, 0%[57.1 µM], 8%[57.1 µM], -9%, 2%, -16%
O=C(Cn1ncc2c(=O)oc3ccccc3c21)NCCc1ccsc1
  0%, 0.1%, -3%, 1%, 9%[57.1 µM], 13%[57.1 µM], 3%, -1%, -18%
O=C(CSc1ncccn1)N1CCCCCC1
  0%, ·, -3%, -3%, -2%, 10%, 2%, -6%, -10%
COc1cc(NS(=O)(=O)c2ccc(-n3cccn3)cc2)cc(OC)c1
  -7%, ·, -3%, ·, ·, ·, 5%, ·, -8%
CCOC(=O)NC(=O)C(=CNc1cccc(C)c1)C(=O)NC(=O)OCC
  -3%, 1.5%, 6%, -15%, 7%[57.1 µM], 9%[57.1 µM], -1%, -2%, -15%
CCCCc1ccc(-c2csc(/C(C#N)=C\c3ccc(C)o3)n2)cc1
  1%, 3.6%, 1%, -52%, -1%, -11%, -5%, -28%, -17%
Cc1ccc2nc(NC(=O)CCNS(=O)(=O)c3ccc(Br)s3)sc2c1
  3%, -1.3%, 4%, -25%, -2%, 9%, -5%, ?, -15%
Cc1ccc(S(=O)(=O)N2CCC3(CC2)OCCN3S(=O)(=O)c2c(C)cc(C)cc2C)cc1
  2%, -0.2%, -2%, -11%, -2%[57.1 µM], 14%[57.1 µM], -12%, -26%, -32%
COC(=O)COC(=O)c1ccc(O)cc1
  -3%, -1.2%, 15%, 2%, 0%[57.1 µM], -4%[57.1 µM], 1%, -11%, -5%
CCOc1ccc(C2Nc3ccccc3-c3nnc(SCc4ccccc4)nc3O2)cc1OC (stereo not given)
  -4%, -1.2%, ?, 11%, -7%, -7%, -7%, -4%, 2%
Cc1cc(C)nc(-n2nc(C)c3c(C(F)F)cc(C)nc32)n1
  1%, -0.1%, 10%, -4%, -3%[57.1 µM], 8%[57.1 µM], 0%, ?, -13%
O=C(COc1ccccc1)N1CCN(c2ncnc3c2cnn3-c2ccccc2)CC1
  -13%, 0.0%, 2%, -14%, -5%, -4%, 2%, 412%[activator], -13%
O=C(COCc1cc(-c2ccc(F)cc2)on1)Nc1cccc(C(F)(F)F)c1
  -1%, 1.6%, 0%, -27%, -3%, 40%[activator], 2%, -4%, -27%
CCn1cc(C(=O)NCCC(=O)NCCCO)c(=O)c2cc3c(cc21)OCO3
  -1%, 2.6%, -3%, 3%, 3%[57.1 µM], 3%[57.1 µM], 1%, 20%, -11%

Shown as labelled records: entries from further up
Structure: CCc1noc(C)c1C(=O)Nc1ccc(S(=O)(=O)N2CCCC(C)C2)cc1 (stereo not given)
  Vif-APOBEC3G blk: 0%
  RXFP1 ag: 3.9%
  mIDH1 inhibitor: 3%
  RGS4 inhibitor: -3%
  TrxR1 substrate: -5%
  rTrxR1 inhibitor: -4%
  Vif-A3F inh: 4%
  ALOX12 inh: -19%
  USP1-UAF1 inh: -19%

Structure: O=C(CN1CCN(C(=O)c2cc(C3CC3)nn2-c2ccccc2)CC1)Nc1ccc(F)cc1
  Vif-APOBEC3G blk: -1%
  RXFP1 ag: ·
  mIDH1 inhibitor: 0%
  RGS4 inhibitor: ·
  TrxR1 substrate: ·
  rTrxR1 inhibitor: ·
  Vif-A3F inh: -4%
  ALOX12 inh: -5%
  USP1-UAF1 inh: -4%

(next part)
The line under a structure holds: Vif-APOBEC3G blk, RXFP1 ag, mIDH1 inhibitor, RGS4 inhibitor, TrxR1 substrate, rTrxR1 inhibitor, Vif-A3F inh, ALOX12 inh, USP1-UAF1 inh
CCCCn1c(N)c(N(CC(C)C)C(=O)c2ccc(Cl)c(S(=O)(=O)N3CCCC3)c2)c(=O)[nH]c1=O
  -8%, -0.2%, 3%, 17%, 4%, 16%, 2%, 20%, -7%
CC(C(=O)Nc1ccc(C#N)cc1)N(C)Cc1cccs1 (stereo not given)
  0%, -0.7%, 0%, -14%, 1%, 9%, 5%, -2%, -8%
COc1ccc(C)cc1N(CC(=O)NCCSCc1cccc(Cl)c1)S(C)(=O)=O
  1%, -1.4%, -1%, -20%, -4%[57.1 µM], 2%[57.1 µM], -1%, 1%, -25%
COc1cc(OC)cc(-c2cc3nc4c(c(N5CCN(c6ncccn6)CC5)n3n2)CCCC4)c1
  0%, 2.4%, -4%, -13%, 55%[activator], 68%[activator], 6%, -5%, -20%
CCN1C(=O)CSC1=Nc1ccccc1Cl
  -2%, 1.5%, 24%, 1%, 10%[57.1 µM], 22%[57.1 µM], 2%, 11%, -16%
CC(C)(C)NC(=O)NC(=O)CN1c2cccc3cccc(c23)S1(=O)=O
  -14%, 0.0%, 8%, -11%, 15%, 9%, -11%, 5%, -25%
CN(C)c1nc(NCc2ccccc2)nc(Oc2ccc(=O)[nH]n2)n1
  2%, 1.6%, 2%, 5%, -3%, 3%, -4%, -1%, -16%

Only part of the results is shown; the hit share may differ from the screen's.
